UHRF1 MBD2 ctr = blocks human UHRF1 binding to methylated DNA; 0.75% of 370,000 active; Q96T88; inhibition, % at 4.4 µM; UHRF1 binding to methylated oligo, TR-FRET; in the data active = inhibition above about 21%;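 also: UHRF1 SRA domain binding a hemimethylated CpG hairpin DNA probe; 0% = median of test compound wells and 100% = reference inhibitor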
ADAM17 inh = inhibitors of human ADAM17; 0.83% of 370,000 active; P78536; inhibition, % at 6.95 µM; recombinant ADAM17, EDANS/DABCYL FRET peptide cleavage;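 active = inhibition above the mean of compounds lying between control limits plus 3 SD, set per campaign, cut at about 8.5% in these data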;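 also: 0% = DMSO-only wells as the low control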
DDE Tn6 FP inh = disrupts Tn6 cyclic peptide binding to fibrin D-Dimer-E complex. P02675. Fibrin DD(E) TRITC-Tn6 fluorescence polarization displacement. inhibition, % at 8.3 µM. 0.21% of 370,000 active. AID 720509;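 active = inhibition above a per-campaign cutoff: mean of compounds within control limits plus 3 SD, cut at about 15% in these data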;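 also: 0% = median of all compound wells on the plate and 100% = blocking peptide control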
proKLK7 act = activates the human kallikrein-7 zymogen. activation, % at 7 µM. purified proKLK7, EDANS-DABCYL substrate fluorescence; 100% is mature enzyme control, 0% vehicle. AID 652039. P49862. 0.9% of 370,000 active;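 active = activation above the mean of all tested compounds plus 3 SD, computed per campaign excluding outliers beyond control limits, cut at about 13% in these data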
ARFGAP1 inhibitor = inhibitors of rat ARFGAP1; Q62848; Arfgap1-stimulated ARF1 GTP hydrolysis, GDP FP detection; inhibition, % at 16.5 µM; 0.26% of 360,000 active; AID 651572;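 active = inhibition above a per-plate limit, mean inhibition of low control wells plus 3 SD, cut at about 25% in these data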;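 also: 0% = DMSO wells with enzyme and 100% = wells lacking Arfgap1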
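Material: rat Arfgap1 GAP domain (His6, aa 1-136), purified enzyme. Also added: human ARF1(Δ1-17)-GTP substrate. Compound dosing: 16.5 µM single point, 1.26% DMSO. Timing: enzyme reaction 120 min at 25 °C after 20 min preincubation. Signal: GDP detection by fluorescence polarization. Read-out basis: percent inhibition of GAP-stimulated GDP formation, scaled between DMSO and no-Arfgap1 medians.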
PLC-gamma1 inh = PLC-gamma1 (human) inhibition, primary screen | AID 720700 | 0.84% of 370,000 active | inhibition, % at 12.2 µM | purified PLC-gamma1, fluorogenic substrate, fluorescence; in the data active = inhibition above about 9.5%
ASAP1 inh = ASAP1 ArfGAP inhibition. Q9ULH1. ASAP1-stimulated ARF1 GTP hydrolysis, GDP FP detection. inhibition, % at 16.5 µM. 0.19% of 360,000 active; in the data active = inhibition above about 25%;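 also: 0% = vehicle with enzyme and substrate and 100% = no enzyme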
DDE Tn7 FP inh = disrupts Tn7 cyclic peptide binding to fibrin D-Dimer-E complex; P02675; FP displacement of FITC-Tn7 peptide from fibrin DD(E); 0% = median of compound wells per plate; inhibition, % at 8.3 µM; 0.13% of 370,000 active;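 active = inhibition above the mean of compounds falling within the control limits plus 3 SD of them, cut at about 14% in these data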;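 also: 0% = plate median of compound wells and 100% = 10 µM Aha-Tn7 peptide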
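Measure: % inhibition scaled between sample-field median and high-control FP; Test system: human fibrin DD(E); Quantity: 2 µM final DD(E) protein; Doses: one dose, 8.3 µM nominal; Schedule: compound with protein 10 min, then 3 h after probe, room temperature; Detection: fluorescence polarization; Medium: Tris buffer with calcium and detergent, pH 7.8.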
PLC-beta3 inh = inhibitors of human phospholipase C beta3; Q01970; 0.18% of 370,000 active; inhibition, % at 12.2 µM; Purified PLC-beta3, fluorogenic substrate, fluorescence; in the data active = inhibition above about 11%;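 also: 0% = median of compound wells on plate and 100% = full blocker control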
MBD2 DNA inh = blocks human MBD2 binding to methylated DNA; Q9UBB5; TR-FRET, MBD2 binding to methylated oligonucleotide; inhibition, % at 4.4 µM; 0.31% of 370,000 active; AID 686964; in the data active = inhibition above about 13%
An asterisk follows results filed as active.

Below each SMILES – UHRF1 MBD2 ctr	ADAM17 inh	DDE Tn6 FP inh	proKLK7 act	ARFGAP1 inhibitor	PLC-gamma1 inh	ASAP1 inh	DDE Tn7 FP inh	PLC-beta3 inh	MBD2 DNA inh
> COc1ccc(N2CCN(C(c3cccs3)C(C)NC(=O)C(=O)N3CCCC3)CC2)cc1 (configuration not stated)
→ 0	-4	2	-0.2	-2	0	-1	9	-7	2
> CCN(CC)S(=O)(=O)c1cccc(-c2n[nH]c(=S)n2C)c1
→ 3	-2	-5	0.4	11	-2	9	-7	1	5
> COc1ccc(COc2ccsc2C(=O)Nc2ccc(Cl)c(Cl)c2)cc1
→ 0	0	-3	0.5	-10	1	8	-3	5	0
> COc1n[nH]c2nncnc12
→ 7	2	6	0.3	4	3	-6	-9	2	11
> CCOc1ccc(NC(=O)CN(C)C(=O)C2COc3ccccc3O2)cc1OCC (configuration not stated)
→ 0	3	10	-0.5	12	1	-1	-5	-1	-3
> Cc1ccc(Nc2nc(CSc3nnc(-c4ccncc4)n3C)cs2)cc1
→ -3	-2	2	-0.5	-1	2	13	-6	4	2
> COc1ccc2cc3c(N)nn(C(=O)Cc4ccccc4OC)c3nc2c1
→ 0	-2	-11	0.5	-5	-20	1	4	-24	-5
> C/C(=N/NC(=O)c1ccc2c(c1)OCO2)c1cccc(NC(=O)C(C)(C)C)c1
→ 3	4	1	0.5	0	3	-10	2	3	-5
> O=[N+]([O-])c1ccc(Nc2ccc3ccccc3c2)nc1
→ 4	0	-3	0.1	5	-7	7	-1	-6	-4
> O=C(NC1CC2CCCC(C1)N2Cc1ccco1)NC12CC3CC(CC(C3)C1)C2 (configuration not stated)
→ -1	0	4	-0.1	2	3	-6	4	3	-7
> O=C(CN1CCN(c2ccccc2)CC1)Nc1cccc([N+](=O)[O-])c1
→ 0	1	4	-0.3	4	-2	-4	1	-2	1
> CC(C)(C)CNC(=O)c1cccc2c1C(=O)c1ccc(-c3cc4ccccc4o3)cc1S2(=O)=O
→ -5	-4	5	-0.2	12	-9	-7	1	-16	1
> C/C(=N\Nc1ccc(S(=O)(=O)N2CCOCC2)cc1[N+](=O)[O-])C(C)C
→ -1	-1	-14	-0.3	4	10*	-7	-3	-1	2
> O=C(Nc1ccc(Br)cn1)c1cccc(-c2cc3ccccc3oc2=O)c1
→ 8	-40	-1	-3.0	-7	-32	14	-3	-38	1
> O=C(NNC1=C(C(=O)C(F)(F)F)CCC1)c1cccnc1
→ -3	-4	-3	0.2	-5	1	-6	-1	-6	3
> O=C(NCc1ccccc1CN1CCCC1)c1cc2ccccc2o1
→ 1	-3	0	-0.5	-8	1	5	-2	-9	-5
> CN(CCO)S(=O)(=O)c1ccc2c(c1)C(=NNC(N)=O)c1cc(S(=O)(=O)N(C)CCO)ccc1-2
→ 2	-5	-5	0.3	7	-10	1	-7	-19	-8
> O=C1c2ccccc2C(=O)N1CC(=O)N1c2ccccc2CCc2ccccc21
→ -1	-3	1	-0.3	-9	2	-3	-5	0	-6
> COc1ccc(OC)c(/C=N/NC(=O)c2cc(-c3ccc(C)o3)nc3ccccc23)c1
→ -4	-72	-9	-39	-2	-415	2	-2	-471	-7
> O=C(CSc1ccc(Br)cc1)NC1CCS(=O)(=O)C1 (configuration not stated)
→ -2	-3	0	-0.7	-13	-2	-9	3	3	-3

3 consecutive entries already listed:
Below each SMILES – UHRF1 MBD2 ctr	ADAM17 inh	DDE Tn6 FP inh	proKLK7 act	ARFGAP1 inhibitor	PLC-gamma1 inh	ASAP1 inh	DDE Tn7 FP inh	PLC-beta3 inh	MBD2 DNA inh
> O=C(NNC1=C(C(=O)C(F)(F)F)CCC1)c1cccnc1
→ -3	-4	-3	0.2	-5	1	-6	-1	-6	3
> O=C(NCc1ccccc1CN1CCCC1)c1cc2ccccc2o1
→ 1	-3	0	-0.5	-8	1	5	-2	-9	-5
> CN(CCO)S(=O)(=O)c1ccc2c(c1)C(=NNC(N)=O)c1cc(S(=O)(=O)N(C)CCO)ccc1-2
→ 2	-5	-5	0.3	7	-10	1	-7	-19	-8

In another format: two of the compounds above
canonical_smiles: O=[N+]([O-])c1ccc(Nc2ccc3ccccc3c2)nc1
  UHRF1 MBD2 ctr: 4 | ADAM17 inh: 0 | DDE Tn6 FP inh: -3 | proKLK7 act: 0.1 | ARFGAP1 inhibitor: 5 | PLC-gamma1 inh: -7 | ASAP1 inh: 7 | DDE Tn7 FP inh: -1 | PLC-beta3 inh: -6 | MBD2 DNA inh: -4
canonical_smiles: O=C(NC1CC2CCCC(C1)N2Cc1ccco1)NC12CC3CC(CC(C3)C1)C2 (configuration not stated)
  UHRF1 MBD2 ctr: -1 | ADAM17 inh: 0 | DDE Tn6 FP inh: 4 | proKLK7 act: -0.1 | ARFGAP1 inhibitor: 2 | PLC-gamma1 inh: 3 | ASAP1 inh: -6 | DDE Tn7 FP inh: 4 | PLC-beta3 inh: 3 | MBD2 DNA inh: -7

High-throughput results from PubChem.
